RORg inh – inhibitors of mouse ROR gamma transcriptional activity; Potency, µM (titrated, usually from 53.6 µM), without a hit: at the highest dose activity change, negative = inhibition, actives largely listed as inhibitors; Drosophila S2 Gal4-RORgamma UAS-luciferase reporter, 20 h; P51450; 310,000 compounds, 5.4% hits; note: potency is the fitted concentration of half-maximal effect; % is set by controls: 0 for no effect and ±100 for the full control effect; nearly all actives have a fitted effect of over 60% in size
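In this cell-based reporter format, copper sulfate (700 uM final) drives Gal4–ROR gamma fusion expression from a metallothionein promoter in Drosophila Schneider cells; compounds preincubated 1 hr, reporter read after 20 hr at ambient temperature.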
Tb PFK block – inhibitors of T. brucei phosphofructokinase; T. brucei PFK, ADP-Glo luminescence; Potency, µM (doses to about 57.5 µM), for the others: top-dose activity, negative = inhibition, usual class: inhibitors; 330,000 compounds, 0.17% hits; AID 485367;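 note: potency is the fitted concentration of half-maximal effect; 0% = uninhibited 1x PFK enzyme wells and -100% = no-enzyme wells; nearly all actives have a fitted effect of over 60% in size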
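Activity is normalized to no-enzyme wells (full inhibition) and 1.25 nM enzyme wells (no inhibition). Reaction: 0.5 mM F6P, 0.1 mM ATP, 45 min RT, ADP-Glo luminescence; concentration-response curves fitted and classed by quality.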
p53 reactivator – re-activators of mutant p53. H1299 p53-A138V BP100-luciferase reporter, luminescence, 24 h. Potency, µM (top dose mostly 92.2 µM), inactives show at the highest dose activity change, positive = activation, usual class: activators. 320,000 compounds, 0.063% hits; note: potency is the fitted concentration of half-maximal effect; % of control where 0% means no effect; nearly all actives have a fitted effect of over 45% in size
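H1299 (p53-null), stable ts p53-A138V + BP100-Luc; 1000 cells/well, Opti-MEM/10% FBS; cpd 4 pt, 1:5; 24 h, 37 deg C, 5% CO2; detection reagent 10 min RT; luminescence.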
ELG1 genotoxic – genotoxicity induction in ELG1-luciferase HEK293T cells. 330,000 compounds, 1.3% hits. HEK293T ELG1-luciferase reporter, luminescence, 16 h. Potency, µM (titrated, usually from 46 µM), for the others: at the highest dose activity change, positive = activation, usual class: activators. AID 504466; note: potency is the fitted concentration of half-maximal effect; % of control where 0% means no effect; nearly all actives have a fitted effect of over 60% in size
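Genotoxic stress is detected as increased luminescence from luciferase-tagged ELG1 in HEK293T cells, measured with ONE-Glo after a 16 hr treatment at 37 °C.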
BRCA1 expr act – BRCA1 expression activation | 380,000 compounds, 1.1% hits | AID 624202 | MCF7-BRCA1-FFLuc reporter, luminescence, 48 h; response scale: scaled: vehicle 0%, 10 µM genistein 100% | Potency, µM (doses to about 46.1 µM), without a hit: top-dose activation, usual class: activators; note: potency is the fitted concentration of half-maximal effect; nearly all actives have a fitted effect of over 80% in size; some results filed as inactive show a strong effect at the top dose
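MCF7 cells carrying a BRCA1-firefly luciferase reporter (2000 cells/well, phenol-red free MEM) were attached for 2 h at 37 °C, then given compounds for 48 h. Luminescence was read 15 min after luciferase reagent; activity normalized to genistein (10 microM) and DMSO.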
FLuc counter – inhibits or activates purified firefly luciferase, miR-21 counter-screen | purified FLuc, Km substrates, luminescence inhibition | Potency, µM (top dose mostly 57.5 µM), for the others: at the highest dose activity change, negative = inhibition, usual class: inhibitors | 360,000 compounds, 6.9% hits | AID 588342;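 note: potency is the fitted concentration of half-maximal effect; plate controls were vehicle for no effect and reference inhibitor for full effect; nearly all actives have a fitted effect of over 55% in size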
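Purified P. pyralis luciferase (10nM final) with 10uM D-luciferin and 10uM ATP (Km levels) in 50mM Tris acetate pH 7.5, 10mM Mg acetate, 0.01% Tween-20, 0.05% BSA; qHTS 6-point titration, ~60 µM downward; luminescence read.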
VP16 counter – inhibits Gal4-VP16 luciferase reporter, ROR gamma counter-screen; AID 2546; 310,000 compounds, 3.5% hits; Drosophila S2 Gal4-VP16 UAS-luciferase, luminescence, 20 h; Potency, µM (highest dose often 53.6 µM), for the others: at the highest dose activity, negative = inhibition, usual class: inhibitors;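 note: Gal4-VP16 expression switched on by copper sulfate through the metallothionein promoter; potency is the fitted concentration of half-maximal effect; % is set by controls: 0 for no effect and ±100 for the full control effect; nearly all actives have a fitted effect of over 50% in size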
ELG1 DNA repair – blocks ELG1-dependent DNA repair in HEK293T cells; Potency, µM (top dose mostly 46.1 µM), without a hit: top-dose activity change, negative = inhibition, actives largely listed as inhibitors; HEK293T ELG1-luciferase reporter, luminescence, 16 h; DNA damage induced by 5-fluorouridine; AID 504467; 330,000 compounds, 2.3% hits; note: potency is the fitted concentration of half-maximal effect; % is set by controls: 0 for no effect and ±100 for the full control effect; nearly all actives have a fitted effect of over 55% in size
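Cells (2,000 per well) received 5-fluorouridine plus test compound or DMSO and were incubated 16 hr at 37 °C, 5% CO2. Luciferase activity was read by luminescence 30 min after ONE-Glo addition; signal suppression marked inhibition of damage-induced ELG1 function.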
NPC1 prom act – activates the NPC1 promoter; Huh7 NPC1 promoter luciferase reporter, 24 h; Potency, µM (series often up to 9.22 µM), for inactives: top-dose activation, usual class: activators; 320,000 compounds, 2.4% hits; AID 485313;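 note: potency is the fitted concentration of half-maximal effect; % of control where 0% means no effect; nearly all actives have a fitted effect of over 60% in size; reporter is driven by a mutant NPC1 promoter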
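Readout is luciferase luminescence, reflecting NPC1 promoter activation in stably transfected Huh7 cells after 24 h compound exposure at 37 °C in reduced-serum medium with 10% FBS.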
TRPV1 agonist – activates the human vanilloid receptor TRPV1. 320,000 compounds, 0.19% hits. TRPV1-expressing cells, Fluo-8 calcium influx, agonist mode. activation, % at 8.33 µM; in the data active = activation above about 80%; inconclusive = between about 30% and that limit; note: 0% is about no effect
Target sequence (Q8NER1 whole entry, looked up): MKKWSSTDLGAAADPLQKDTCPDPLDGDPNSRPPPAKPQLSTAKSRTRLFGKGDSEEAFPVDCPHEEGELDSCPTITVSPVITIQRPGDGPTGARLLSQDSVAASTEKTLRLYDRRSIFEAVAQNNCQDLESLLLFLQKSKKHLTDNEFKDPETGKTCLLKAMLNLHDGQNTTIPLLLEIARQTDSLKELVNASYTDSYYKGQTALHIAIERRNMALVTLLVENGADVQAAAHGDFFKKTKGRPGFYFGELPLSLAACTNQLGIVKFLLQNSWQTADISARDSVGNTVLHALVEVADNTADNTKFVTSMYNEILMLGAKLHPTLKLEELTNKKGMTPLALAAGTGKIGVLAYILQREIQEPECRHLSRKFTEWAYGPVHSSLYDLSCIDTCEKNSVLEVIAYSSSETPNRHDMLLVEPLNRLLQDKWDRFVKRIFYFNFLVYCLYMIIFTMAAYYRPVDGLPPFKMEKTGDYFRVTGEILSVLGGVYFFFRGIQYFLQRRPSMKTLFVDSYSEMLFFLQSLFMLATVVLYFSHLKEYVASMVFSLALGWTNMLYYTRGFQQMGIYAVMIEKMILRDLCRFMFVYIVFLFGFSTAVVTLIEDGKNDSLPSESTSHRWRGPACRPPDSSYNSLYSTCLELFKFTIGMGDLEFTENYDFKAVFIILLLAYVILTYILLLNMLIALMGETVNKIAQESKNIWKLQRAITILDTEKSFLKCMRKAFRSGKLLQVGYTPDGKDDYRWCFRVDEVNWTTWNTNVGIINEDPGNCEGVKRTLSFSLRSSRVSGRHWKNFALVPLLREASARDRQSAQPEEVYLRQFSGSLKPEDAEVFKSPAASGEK
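Fluo-8 calcium influx in TRPV1-expressing cells, kinetic read (ex 480/em 520 nm). Compound added and read 3 min for agonist activity, followed by capsaicin at EC20 final and 2 min further read for enhancement.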
Rab9 promoter act – activators of Rab9 promoter; AID 485297; Potency, µM (doses to about 9.22 µM), inactives show at the top dose activation, negative = inhibition, usual class: activators; Huh7 Rab9 promoter-luciferase reporter, luminescence, 24 h; 320,000 compounds, 2.8% hits; note: potency is the fitted concentration of half-maximal effect; % of control where 0% means no effect; nearly all actives have a fitted effect of over 60% in size
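Rab9 promoter-driven luciferase in stably transfected Huh7 cells; 1500 cells/well rested 2 h, exposed to compound in DMSO for 24 h at 37 °C, 5% CO2. Luminescence read 10 min after adding luciferase reagent at ambient temperature.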
An asterisk follows results filed as active; ? = inconclusive; · = no result given; & = joins results of further samples; [ ] = another dose, or the depositor's remark. Unless noted, calls come from the whole dose curve; as a rule, active = well fitted curve in the direction sought with a large enough effect; inconclusive = small, poorly fitted or top-dose-only effect, or another doubt; inactive = no such curve, though single readings can be large; an effect the other way counts as inactive or inconclusive.

Value order – Rab9 promoter act | p53 reactivator | VP16 counter | TRPV1 agonist | NPC1 prom act | Tb PFK block | RORg inh | FLuc counter | ELG1 genotoxic | ELG1 DNA repair | BRCA1 expr act
1	COc1ccc(-c2[nH]c(-c3ccccc3)nc2SCC(=O)NCc2ccco2)cc1OC
 : -6% | -3% | 5% | 5 | 0% | -6% | -13% | 1% | -8% | ? | -24%
2	COC(=O)c1ccc(NC(=O)CCN2C(=O)C3CC=CCC3C2=O)cc1 (stereo not given)
 : 12% | 14% | · | 11 | 0% | -1% | · | -3% | -2% | ? | 11%
3	CC(C)(C)c1ccc(C(=O)NC(=O)COC(=O)c2ccco2)cc1
 : 2% | -3% | · | -4 | -2% | -3% | · | 1% | 5% | ? | 1%
4	COC(=O)[C@H](Cc1c[nH]c2ccccc12)NC(=O)CCCc1c[nH]c2ccccc12
 : 6% | -2% | 0% | ? | -3% | -7% | 13% | 1% | -5% | 5% | -31%
5	Cc1nn(CC(=O)Nc2ccccc2)c(=O)c2ccccc12
 : -1% | -6% | 3% | 2 | -1% | -10% | -2% | 1% | -1% | -7% | -13%
6	COC(=O)c1ccc(Cl)c(NC(=O)CSc2nnc(-c3ccncc3)o2)c1
 : 10% | 1% | 5% | 1 | -4% | 3% | -47% | 2% | 2% | -4% | 2%
7	COc1ccc(NS(=O)(=O)c2cccc(NC(=O)NC3CCCCC3)c2)cc1
 : -2% | 1% | -8% | 1 | -2% | -1% | ? | -18% | -5% | -21% | -32%
8	Cc1cc(N/N=C2\CC(C)CC(C)(C)C2)nc2ccccc12 (stereo not given)
 : 0% | -1% | -4% | 9 | -3% | 2% | 13µM* | ? | -9% | 1% | -10%
9	CCCn1c(SCC(=O)Nc2nonc2C)nnc1-c1ccoc1C
 : 0% | 0% | 17% | -1 | 0% | 2% | 7% | 5%[2.3 µM] | 1% | 17% | -6%
10	CCOCCc1nnc(NC(=O)CN2C(=O)c3ccccc3C2=O)s1
 : 3% | -1% | -5% | 0 | 0% | -1% | -9% | 1% | -1% | 0% | 13%
11	CC1=N/C(=C/c2cc(Br)cc(Br)c2O)C(=O)O1
 : 8% | 9% | -2% | -1 | 1% | 2% | 25% | 0% | 0% | 16% | 0%
12	Cc1ccc(S(=O)(=O)N/N=C\c2ccccc2OCc2ccccc2)cc1
 : 0% | 6% | -10% | · | -4% | 0% | 22% | 11% | ? | -4% | -44%
13	COc1cccc(CNC(=O)c2nnn(CC(=O)Nc3cc(Cl)ccc3C)c2N)c1
 : -5% | 3% | -26% | 4 | -2% | 5% | -30% | -3%&4% | 0%[9.26 µM] | ? | 0%
14	CCC(C)[C@H](NC(=O)[C@@H]1CSC2c3ccccc3C(=O)N21)C(=O)NCC1CCCO1 (stereo not given in full)
 : -4% | 2% | 7% | 0 | -2% | -6% | 0% | -1% | 1% | 0% | -16%
15	NC(=S)N=Nc1c(O)n(Cc2ccc(F)cc2)c2ccccc12
 : -8% | -15% | 1.3µM* | 1 | -2% | 0% | 1.3µM* | -8% | 12% | ? | -22%
16	O=C(/C=C/c1ccccc1)NNc1ccc(Cl)cc1
 : -4% | -2% | -7% | 1 | 4% | -26% | ? | -8% | 15% | -6% | 0%
17	CCOc1ccc(N2CC(C(=O)Nc3nnc(Cc4ccc(OC)c(OC)c4)s3)CC2=O)cc1 (stereo not given)
 : 2% | -4% | 2% | -3 | -2% | 2% | 22% | ? | -1% | -22% | 9%
18	CN(C)CCCn1c(SCC(=O)Nc2nc(-c3cccc(Br)c3)cs2)nc2ccccc2c1=O
 : -7% | 9% | -6% | 1 | -1% | 1% | -29% | -3% | 18% | 9% | -20%
19	CC(C)c1nnc(NC(=O)c2nc(S(=O)(=O)Cc3ccc(F)cc3)ncc2Cl)s1
 : -53%[inhibitor] | -29% | ? | 2 | -49%[inhibitor] | 3% | 11µM* | -13% | -26% | ? | -31%
20	COc1ccc(NC(=O)c2cc(-c3ccco3)on2)cc1
 : 18% | ? | 5% | 18 | -1% | -2% | 25% | ? | -6% | ? | ?
21	COc1ccc(Nc2nc(C)nc3c2nnn3Cc2ccccc2Cl)c(OC)c1
 : -2% | · | -4% | -2 | -7% | -1% | 3%[1.91 µM] | 1% | 2% | 1% | -5%
22	O=C(Nc1ccc2c(c1)OCCO2)c1ccc(Br)cc1
 : 1.3µM* | 12% | ? | ? | 2.5µM* | -1% | -26% | 1.1µM* | ? | ? | ?
23	CC(C)c1ccc(-n2cnn(-c3ncccc3[N+](=O)[O-])c2=O)cc1
 : 0.89µM* | 15% | -7%[10 µM] | 10 | 1.1µM* | 0% | -5% | 3µM* | 2.3µM* | ? | ?
24	COC(=O)c1sc(NC(=O)c2ccc([N+](=O)[O-])o2)c(C#N)c1C
 : -9% | ? | -7% | 5 | -1% | -1% | ? | 27µM* | -8% | 4.6µM* | -70%
25	O=C(Nc1cccc(C(F)(F)F)c1)C1(c2ccccc2)CC1
 : -4% | -3% | -5% | 16 | -1% | 0% | 14% | 4% | 0% | 14% | -10%
26	O=C(CCNS(=O)(=O)c1ccc2c(c1)CCC(=O)N2)Nc1ccc2c(c1)OCCO2
 : -3% | 15% | -1% | -2 | -1% | -5% | -1% | -5% | 15% | ? | -9%
27	COc1ccc(CCNC(=O)c2ccc(COc3ccccc3OC)o2)cc1
 : 2% | -1% | 4% | 24 | 9% | 5% | 15% | ? | -6% | -3% | 1%
28	Cc1ccc(NC(=O)N2CCc3ccccc3C2)c(C)c1
 : ? | 12% | 13% | 21 | ? | 1% | 7% | ? | ? | ? | ?
29	COc1ccc(N(CC(O)Cn2nnc3ccccc32)S(=O)(=O)c2ccc(C)cc2)cc1 (stereo not given)
 : 15% | -13% | -4% | 2 | 1% | 1% | 13% | 0% | -2% | ? | -19%
30	O=C(Nc1cccc2c1C(=O)NC2=O)c1ccccc1[N+](=O)[O-]
 : 0% | -1% | -9% | -2 | -7% | -1% | -25% | -1% | 0% | 4% | -3%
31	COc1ccc(C(=O)c2ccc3oc(-c4ccc(OC)cc4)c(-c4ccc(O)cc4)c3c2)cc1
 : · | -3% | · | · | · | 2% | · | · | -9% | ? | -7%
32	CCc1nnc(NS(=O)(=O)c2ccc(N3C(=O)C4CC=C(Cl)CC4C3=O)cc2)s1 (stereo not given)
 : -1% | -5% | -10% | 0 | -1% | 3% | 3% | 2% | -4% | 3% | 4%
33	Cn1ncc(C#N)c1NC(=O)c1cc(-c2ccccc2Cl)on1
 : 8% | 2% | -10% | 1 | 15% | 0% | -1% | 27µM* | 3% | ? | 62%
34	Cc1ccc(-c2[nH]c3cc(C(N)=O)ccc3c(=O)c2O)cc1
 : -8% | 7% | -4% | 3 | 4% | -1% | -3% | 1% | 1% | 2% | -16%
35	COc1cccc(C(=O)NCc2ccc3c(c2)cc(C)n3C)c1
 : 20% | -4% | 4% | 2 | -3% | 0% | 11% | ? | -4% | ? | -23%
36	CCN(C(=O)COC(=O)C1=COCCO1)c1c(N)n(Cc2ccccc2)c(=O)[nH]c1=O
 : -3% | 8% | · | -4 | -3% | -1% | · | 0% | -8% | 20% | -2%
37	CCOc1ccc(N(CC(=O)Nc2ccc(C)c(Cl)c2)S(C)(=O)=O)cc1
 : 12% | ? | 3% | 2 | 22% | 3% | 31% | ? | 6% | 7% | 103%
38	O=C(c1cc2ccccc2oc1=O)N1CCN(S(=O)(=O)c2ccccc2)CC1
 : 10% | -2% | 1% | -1 | -1% | 3% | 13% | 0% | -2% | -11% | -1%
39	NS(=O)(=O)c1cc(C(=O)OCC(=O)NNC(=O)c2ccccc2)ccc1Cl
 : -6% | 0% | · | 2 | 1% | 3% | · | 3% | -2% | -4% | -1%
40	S=c1[nH]nc(-c2cccs2)n1C1CCCCC1
 : -1% | -4% | -10% | -7 | 9% | -21% | 0% | -1% | -1% | -2% | -6%
41	COc1ccc(N=C2S/C(=C\c3ccc(C)s3)C(=O)N2CC(C)C)cc1
 : 0% | 3% | 3% | · | -3% | -2% | -5% | 0% | -5% | 6% | -18%
42	CC(=O)N1N=C(c2ccc3nccnc3c2)CC1c1ccccc1 (stereo not given)
 : -6% | -11% | -4% | -6 | -2% | -2% | -28% | 3% | 1% | 11% | -5%
43	CCOc1ccc(-c2ccc(SCC)nn2)cc1
 : 0.63µM* | -3% | ? | 0 | 0.71µM* | -2% | ? | 1.2µM* | 1.2µM* | ? | 57%
